CR mimetic SO: lowers age-related superoxide in aged yeast cells. S. cerevisiae aged cells, superoxide DHE fluorescence; stronger effect = lower value. superoxide response (% of plate mean), % at 10 µM. 0.18% of 330,000 active;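 active = superoxide response under a set limit, about three screen SD below normal, cut at about 65% in these data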;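 also: yeast aged for seven days with compound at 30 °C before DHE staining; 100% = average MFI of all compound-treated wells on the plate with controls excluded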
AHR activator: activates the human aryl hydrocarbon receptor. P35869. AHR-responsive luciferase reporter cells, luminescence. activation, % at 5 µM. 2.5% of 320,000 active; in the data active = activation above about 47%;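 also: 0% = vehicle wells and 100% = reference agonist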
Target sequence (P35869 whole entry, looked up): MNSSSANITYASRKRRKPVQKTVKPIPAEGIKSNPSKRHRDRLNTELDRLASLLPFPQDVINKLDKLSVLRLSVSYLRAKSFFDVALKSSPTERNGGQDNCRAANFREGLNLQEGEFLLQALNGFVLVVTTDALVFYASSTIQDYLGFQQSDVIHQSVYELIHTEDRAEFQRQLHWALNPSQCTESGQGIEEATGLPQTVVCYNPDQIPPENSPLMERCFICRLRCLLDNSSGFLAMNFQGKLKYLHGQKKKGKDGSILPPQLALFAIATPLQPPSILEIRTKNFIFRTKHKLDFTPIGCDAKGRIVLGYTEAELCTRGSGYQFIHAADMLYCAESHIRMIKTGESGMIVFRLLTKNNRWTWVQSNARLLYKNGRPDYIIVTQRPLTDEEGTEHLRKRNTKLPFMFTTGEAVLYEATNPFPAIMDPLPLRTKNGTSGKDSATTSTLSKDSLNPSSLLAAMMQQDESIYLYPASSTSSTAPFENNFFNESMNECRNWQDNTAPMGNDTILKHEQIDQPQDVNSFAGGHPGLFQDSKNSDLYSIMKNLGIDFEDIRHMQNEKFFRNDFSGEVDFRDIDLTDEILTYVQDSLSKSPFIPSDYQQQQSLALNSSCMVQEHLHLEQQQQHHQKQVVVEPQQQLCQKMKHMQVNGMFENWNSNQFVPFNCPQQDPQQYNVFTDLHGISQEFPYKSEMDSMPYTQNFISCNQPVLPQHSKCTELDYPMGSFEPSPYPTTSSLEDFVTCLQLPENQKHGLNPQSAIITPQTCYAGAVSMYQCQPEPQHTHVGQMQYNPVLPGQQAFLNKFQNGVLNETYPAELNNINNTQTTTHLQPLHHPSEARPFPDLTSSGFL
RPL19A-GFP yeast: modulators of TOR pathway RPL19A-GFP in S. cerevisiae; S. cerevisiae RPL19A-GFP strain, flow cytometry, 3 h; stronger effect = lower value; percent response vs DMSO, % at 10 µM; 0.3% of 330,000 active; AID 2025;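 active = percent response vs DMSO below 50%; inconclusive = fewer than 70 events counted for the yeast strain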;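 also: median channel GFP fluorescence of the barcoded RPL19A-GFP strain; ratio of sample median GFP to plate DMSO average so 100% = DMSO; lower means less RPL19A-GFP as with rapamycin TOR inhibition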
CIT2-GFP yeast: yeast TOR pathway CIT2-GFP modulation; S. cerevisiae CIT2-GFP strain, flow cytometry, 3 h; 100 means same as DMSO wells; GFP response vs DMSO, % at 10 µM; 0.065% of 320,000 active;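 active = GFP response relative to DMSO above a set limit, near the screen mean plus 3 SD, cut at about 150% in these data; inconclusive = Fewer than 70 cells measured for a yeast strain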;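 also: ratio of well median GFP fluorescence to mean of DMSO wells on the plate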
MEP2 TOR yeast: modulators of TOR pathway MEP2-GFP in S. cerevisiae; GFP response vs DMSO, % at 10 µM; 0.51% of 330,000 active; S. cerevisiae MEP2-GFP strain, flow cytometry GFP, 3 h; 100% = DMSO control level;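 active = GFP response versus DMSO above a set limit, roughly screen mean plus 3 SD, cut at about 180% in these data; inconclusive = fewer than 70 cells counted for a yeast strain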;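 also: median GFP fluorescence of the barcode-gated MEP2-GFP cells per well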
AGP1-GFP MLPCN: modulators of TOR pathway AGP1-GFP in S. cerevisiae. GFP response vs DMSO, % at 10 µM. S. cerevisiae AGP1-GFP multiplex flow cytometry, 3 h; GFP as percent of DMSO wells. AID 2066. 0.02% of 320,000 active;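 active = GFP response relative to DMSO above a set limit, near screen average plus 3 SD, cut at about 150% in these data; inconclusive = fewer than 70 cells counted for the yeast strain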;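 also: median GFP channel fluorescence of the gated AGP1 strain per well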
Efflux pump mplx: blocks antifungal efflux pumps in multiplex yeast assay; inhibition, % at 10 µM; 0.44% of 330,000 active; AID 485275; S. cerevisiae Candida pump triplex, Nile Red efflux;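 active = plate passing quality check with inhibition over a set limit, or well fluorescence over plate mean plus 4 SD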;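 also: Nile Red retained in pooled yeast measured as flow cytometry median fluorescence; 0% = buffer negative control and 100% = Enniatin B positive control; higher means more Nile Red kept so more efflux inhibition; some compounds called inactive have numbers as strong as hits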
LAP4 TOR yeast: yeast TOR pathway LAP4-GFP modulation. S. cerevisiae LAP4-GFP multiplex, flow cytometry GFP, 3 h; median GFP as percent of DMSO wells. GFP response vs DMSO, % at 10 µM. 0.34% of 320,000 active. AID 2023;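 active = GFP response vs DMSO above a set limit, about the screen mean plus 3 SD, cut at about 150% in these data; inconclusive = under 70 cell events counted for the yeast strain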
Active calls of the source: *; ? = inconclusive; . = not tested or not shown.

| SMILES | CR mimetic SO | AHR activator | RPL19A-GFP yeast | CIT2-GFP yeast | MEP2 TOR yeast | AGP1-GFP MLPCN | Efflux pump mplx | LAP4 TOR yeast |
| --- | --- | --- | --- | --- | --- | --- | --- | --- |
| COCc1cc(C)n(CC(=O)Nc2ccc3c(c2)OCO3)c(=O)c1C#N | 100.5 | 1.8 | 105.1 | 112.9 | 114.4 | 106.3 | -0.2 | 94.4 |
| O=c1c2cccnc2[nH]c(=S)n1Cc1ccccc1 | 104.0 | -0.5 | 105.5 | 98.0 | 110.3 | 95.9 | 0.2 | 90.0 |
| CCCC(=O)N1CCN(c2ccc(NC(=O)c3ccccc3)cc2)CC1 | 102.2 | -1.0 | 99.2 | 99.1 | 94.5 | 99.4 | 0.0 | 99.2 |
| O=C(CSc1ncn[nH]1)NCc1ccccc1 | 101.2 | 0.0 | 92.0 | 84.4 | 95.4 | . | 0.0 | 91.5 |
| C=CCNC(=O)NC(=O)COC(=O)/C=C/c1cccc([N+](=O)[O-])c1 | 107.9 | -2.4 | 106.3 | 95.6 | 105.5 | 97.1 | 0.0 | 97.8 |
| COc1ccc(Cl)cc1NC(=O)C/C(C)=N/NC(=O)C(=O)NCc1ccccc1 | 79.4 | 13.2 | 100.8 | 107.3 | 100.2 | 103.3 | -0.1 | 100.5 |
| CCN1CCCC1CNC(=O)c1cc2cc(OC)c(OC)cc2[nH]1 (configuration not stated) | 101.9 | 2.7 | 104.9 | 104.9 | 104.2 | 100.1 | 0.0 | 88.2 |
| CS(=O)(=O)Nc1ccc(C(=O)NC2CC3CCC2C3)cc1 (configuration not stated) | 120.9 | -0.3 | 100.4 | 103.7 | 102.4 | 102.0 | -0.1 | 102.8 |
| Cc1cc(=O)c2ccc(C(F)(F)F)cc2[nH]1 | 94.9 | 4.0 | 98.5 | 105.2 | 99.4 | 108.0 | 0.0 | 107.9 |
| CCCCNC(=O)CC1NCCNC1=O (configuration not stated) | 96.3 | 0.3 | 96.6 | 100.7 | 108.7 | 95.8 | -0.2 | 101.1 |
| Cc1ccc2nc(Cc3ccc(N)cc3)oc2c1 | 101.1 | 22.3 | 97.8 | 98.4 | 96.6 | 99.6 | 0.1 | 103.5 |
| O=C(NCCCN1CCCC1=O)c1ccccc1OCc1ccc(Cl)cc1Cl | 91.4 | 3.5 | 106.1 | 99.0 | 110.1 | 114.7 | 0.0 | 121.5 |
| COc1ccccc1/C=C/C(=O)c1ccccc1 | 99.2 | . | 98.5 | 97.5 | 101.2 | 90.6 | 0.0 | 88.7 |
| COc1cc(C)c(/C=C(\C#N)C(=O)Nc2ccc(C)cc2)cc1C(C)C | 96.7 | 10.4 | 109.1 | 100.3 | 101.5 | 101.9 | 0.0 | 96.6 |
| Cc1ccc(NC2=NCC(=O)N2C2CCCC2)c(C)c1 | 110.4 | 4.7 | 101.5 | 105.5 | 100.1 | 113.6 | 0.0 | 101.9 |
| Cc1ccnc(NC(=O)/C=C/c2ccccc2[N+](=O)[O-])c1 | 108.7 | 71.6* | 102.8 | 97.5 | 95.1 | 92.5 | 0.3 | 83.0 |
| COc1ccc(C(=O)Nc2ccc(C)c(S(=O)(=O)N3CCCCCC3)c2)cc1 | 112.6 | 1.6 | 99.5 | 98.7 | 98.7 | 100.7 | 0.1 | 108.2 |
| CC(OC(=O)c1ccc(Cl)c(S(N)(=O)=O)c1)C(=O)NCC1CCCCC1 (configuration not stated) | 88.4 | 0.1 | 98.8 | 94.4 | 102.2 | 94.9 | 0.0 | 98.9 |
| CC1CCN(C(=O)c2ccccc2NC(=O)c2cccc(S(=O)(=O)N(C)C)c2)CC1 | 98.9 | -1.7 | 99.3 | 101.6 | 95.7 | 100.3 | -0.1 | 99.2 |
| O=C(O)CNC(=O)c1ccc(NC(=O)/C(=C/c2ccccc2)NC(=O)c2ccccc2Br)cc1 | 98.3 | . | 102.7 | 95.3 | 110.0 | 95.3 | 0.1 | 92.3 |
| COc1cccc(-n2nnc3c(=O)n(Cc4ccc(C)cc4)cnc32)c1 | 104.8 | -0.4 | 99.2 | 93.3 | 103.7 | 97.4 | -0.1 | 106.0 |
| Cc1ccc(NC(=O)c2ccccc2)cc1OC(=O)c1ccccc1 | 105.5 | -1.7 | 97.0 | 99.8 | 98.2 | 98.1 | -0.1 | 97.5 |
| Cc1onc(-c2c(F)cccc2Cl)c1C(=O)OCC(=O)NC(N)=O | 103.6 | -1.2 | 98.1 | 100.4 | 100.2 | 104.8 | 0.1 | 101.2 |
| CC(C)C[C@H](NC(=O)c1[nH]cnc1C(=O)N[C@H](C)c1ccccc1)C(=O)OC(C)(C)C | 102.7 | 2.4 | 108.6 | 105.2 | 97.3 | 102.1 | 0.3 | 124.6 |
| O=c1/c(=C\c2ccc(O)cc2)sc2n1C(c1ccccc1)C(c1ccccc1)=NN=2 (configuration not stated) | 94.4 | -0.2 | 106.3 | 114.2 | 106.2 | 112.5 | 0.0 | 109.2 |
| CCOC(=O)N/N=C(\CCC(=O)O)c1cccs1 | 93.3 | 5.7 | 100.4 | 106.1 | 96.6 | 105.4 | 0.0 | 112.6 |
| Cc1cccc(S(=O)(=O)Nc2cccc3c2C(=O)c2ccccc2-3)c1 | 109.5 | 14.8 | 93.0 | 85.0 | 91.9 | 89.5 | 0.5 | 93.6 |
| O=C1CC(C(=O)Nc2ccc(C(=O)O)cc2)C(c2ccccc2)O1 (configuration not stated) | 86.7 | 0.8 | 99.7 | 105.3 | 143.5 | 98.5 | 0.1 | 109.3 |
| Cc1cc(C)cc(-n2c(C)cc(C(=O)CSc3nnnn3C)c2C)c1 | 105.0 | 9.4 | 94.8 | 79.6 | 91.3 | 88.6 | 0.0 | 103.9 |
| CCCCc1nc(SCC(=O)Nc2nnc(C(C)C)s2)n[nH]1 | 101.0 | 0.5 | 97.1 | 97.3 | 90.1 | 97.3 | 0.1 | 94.1 |
| Cc1cc(NC(=O)CSc2nc3sc4c(c3c(=O)n2C)CCCC4)no1 | 102.5 | -0.8 | 107.6 | 108.4 | 87.8 | 107.5 | 0.0 | 94.9 |
| O=C1c2ccccc2C(=O)c2c1ncn2-c1ccccc1 | 179.3 | 87.2* | 96.9 | 83.4 | 103.9 | 87.8 | 0.3 | 108.5 |
| COc1ccccc1NC(=O)CN(c1ccc(C23CC4CC(CC(C4)C2)C3)cc1)S(C)(=O)=O | 88.3 | 0.4 | 97.6 | 108.4 | 109.8 | 115.1 | 0.2 | 107.4 |
| O=C(O)Cc1sc(N/N=C\c2ccncc2)nc1-c1ccccc1 | 97.3 | 46.0 | 102.2 | 100.9 | 96.4 | 109.5 | 0.0 | 109.1 |
| Cc1ccc(-c2nc(CS(=O)CC(=O)NCc3ccc(F)cc3)c(C)o2)cc1 (configuration not stated) | 78.1 | 1.7 | 95.4 | 93.0 | 93.3 | 94.3 | -0.1 | 96.2 |
| COc1ccc(C(=O)OCC(=O)NC(=O)CCSc2ccccc2)cc1 | 116.4 | -2.6 | 93.5 | 85.0 | 102.6 | 94.0 | 0.2 | 104.4 |
| O=C(CCC1CCCCC1)NNC(=O)c1cnccn1 | 88.4 | -0.3 | 100.9 | 96.4 | 98.4 | 98.4 | -0.3 | 90.9 |
| CCOC(=O)c1ccc(NC(=O)N2CCN(Cc3cccc(F)c3)CC2)cc1 | 93.8 | 5.1 | 95.9 | 97.6 | 97.9 | 99.3 | -0.1 | 102.3 |
| CCOC(=O)c1ccc(NC(=O)Cn2nnc(-c3ccccc3)n2)cc1 | 85.8 | -1.3 | 100.8 | 104.0 | 104.5 | 101.8 | -0.1 | 102.5 |
| CC(C)C(=O)n1nc(-c2cccnc2)nc1NCc1cccs1 | 93.2 | 14.8 | 95.7 | 89.0 | 111.1 | 96.0 | 0.1 | 117.8 |
| Cc1ccc(C#N)c(SCc2cc3c(cc2Cl)OCO3)n1 | 101.9 | 50.9* | 101.3 | 102.2 | 106.3 | 102.3 | 3.6 | 99.3 |
| CCOC(=O)C1CCCN(C(=O)CSc2ccccc2)C1 (configuration not stated) | 101.2 | 0.6 | 107.3 | 101.3 | 100.8 | 100.7 | 0.1 | 96.9 |
| C=CCN(CC(=O)O)S(=O)(=O)c1ccccc1C(F)(F)F | 99.6 | -0.5 | 93.1 | 96.6 | ? | ? | 0.1 | ? |
| O=C(/C=C/Nc1cccc([N+](=O)[O-])c1)c1ccco1 | 91.2 | 10.1 | 99.7 | 93.8 | 101.7 | 98.6 | 0.0 | 105.7 |
| CSc1cccc(NC(=O)C(C)NS(=O)(=O)c2ccc(F)cc2)c1 (configuration not stated) | 83.7 | 8.3 | 101.5 | 100.1 | 104.5 | 103.7 | 0.1 | 98.9 |
| COc1cc(Br)cc(C(c2c(C)n(C)n(-c3ccccc3)c2=O)c2c(C)n(C)n(-c3ccccc3)c2=O)c1O | 94.9 | 19.0 | 103.2 | . | 96.0 | . | 0.0 | . |
| Cc1occc1C(=O)NNC(=O)Nc1ccc(F)cc1F | 98.0 | 0.6 | 98.1 | 106.2 | 100.0 | 107.0 | 0.0 | 100.8 |
| CCc1cc(=O)oc2cc(OC(C)C(=O)NCc3ccccn3)ccc12 (configuration not stated) | 96.0 | 7.8 | 98.8 | 101.1 | 93.7 | 98.5 | -0.1 | 103.9 |
| CC(C(=O)C12CC3CC(CC(C3)C1)C2)N1CCOCC1 (configuration not stated) | 97.3 | -0.7 | 101.8 | 98.2 | 100.9 | 93.6 | 0.3 | 83.7 |
| CCC1=C(OC(=O)N(CC)CC)N2C(=O)OC(=NCC(=O)OC)[C@]2(Cc2ccccc2)[C@H]2C1=CC[C@H]1C(=O)N(C)C(=O)[C@H]12 | 106.2 | 3.8 | 99.1 | 99.8 | 99.7 | 100.8 | -0.1 | 97.8 |
| Cc1c(C(c2cc3c(cc2Br)OCO3)c2c(C)n(C)n(-c3ccccc3)c2=O)c(=O)n(-c2ccccc2)n1C | 127.4 | 0.0 | 103.4 | 94.7 | 98.9 | 102.7 | -0.3 | 98.5 |
| O=C(Nc1cc(Cl)cc(Cl)c1)c1cccc(OC(F)F)c1 | 112.0 | 80.6* | 102.9 | 107.8 | 105.2 | 91.6 | 0.2 | 129.8 |
| COc1ccc(Cl)cc1NS(=O)(=O)c1cc(Br)cnc1N | 103.4 | 1.7 | 108.9 | 115.1 | 102.5 | 114.4 | -0.1 | 119.2 |
| CC(C)c1ccc(S(=O)(=O)N2CCN(C(=O)CN3C(=O)NC4(CCCC4)C3=O)CC2)cc1 | 112.7 | -1.5 | 106.6 | 103.5 | 102.7 | 101.5 | -0.3 | 95.9 |
| COCCCNC(=O)COc1cc2c(c3oc(=O)c(C)c(C)c13)CCC(C)(C)O2 | 87.8 | 2.5 | 99.7 | 96.7 | 107.2 | 95.9 | -0.2 | 93.7 |
| Cn1c2ccccc2c(=O)n2c(=O)c3ccccc3cc12 | 109.8 | 38.8 | 118.3 | . | 105.3 | 112.3 | -0.2 | 111.1 |
| CCC(c1nnnn1C1CCCC1)N1CCN(c2ccccc2F)CC1 (configuration not stated) | 96.2 | 3.2 | 100.3 | 106.2 | 100.1 | . | 0.1 | 98.7 |
